# ADAM17 inh: ADAM17 inhibitors, primary screen, biochemical, QFRET; inhibition, % at 6.95 µM; AID 720648, 2013; recombinant ADAM17, EDANS/DABCYL FRET peptide cleavage; 370,000 tested, 0.83% active;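 active means inhibition above the mean of compounds lying between control limits plus 3 SD, set per campaign, cut at about 8.5% in these data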;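 further: 0% = DMSO-only wells as the low control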
# Target sequence (P78536 215-824 limits assumed): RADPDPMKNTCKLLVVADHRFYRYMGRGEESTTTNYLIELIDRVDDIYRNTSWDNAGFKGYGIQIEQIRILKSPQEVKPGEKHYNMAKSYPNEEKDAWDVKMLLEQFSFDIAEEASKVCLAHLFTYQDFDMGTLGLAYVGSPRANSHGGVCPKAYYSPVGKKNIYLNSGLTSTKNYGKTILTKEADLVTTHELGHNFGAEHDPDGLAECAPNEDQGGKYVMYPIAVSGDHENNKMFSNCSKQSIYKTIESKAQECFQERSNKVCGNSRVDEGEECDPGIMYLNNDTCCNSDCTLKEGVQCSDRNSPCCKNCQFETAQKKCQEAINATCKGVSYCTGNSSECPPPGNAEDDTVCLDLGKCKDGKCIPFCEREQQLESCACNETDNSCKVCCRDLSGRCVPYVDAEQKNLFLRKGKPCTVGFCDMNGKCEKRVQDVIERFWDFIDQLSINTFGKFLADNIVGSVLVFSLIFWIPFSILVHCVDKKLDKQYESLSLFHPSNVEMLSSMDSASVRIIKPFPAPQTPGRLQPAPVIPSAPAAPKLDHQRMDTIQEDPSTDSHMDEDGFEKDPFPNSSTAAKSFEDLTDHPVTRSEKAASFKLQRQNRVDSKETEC
# ADAM10 inh: human ADAM10 inhibitors, primary screen, biochemical, QFRET, HTS; Disintegrin and metalloproteinase domain-containing protein 10 (Homo sapiens), O14672; recombinant ADAM10, EDANS/DABCYL FRET peptide cleavage, 3 h; inhibition, % at 7 µM; 370,000 tested, 0.62% active; AID 720582, 2013;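 active means inhibition above a per-campaign cutoff equal to the mean of compounds falling between control-based bounds plus 3 SD, cut at about 20% in these data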;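 further: 0% = DMSO wells while the 100% control is not disclosed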
# hcDAF-12 act: H. contortus DAF-12 nuclear receptor activators, primary screen, cell-based, luminescence, HEK293, lit1-tk-luc reporter. HEK293 hcDAF-12 lit1-tk-luc reporter; 0% DMSO, 100% Δ7-dafachronic acid. activation, % at 6.8 µM. AID 652067, 2013. 370,000 tested, 1.4% active;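 active means activation above the mean of all tested compounds plus 3 SD, cut at about 5.5% in these data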;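 further: 100% = response to 3 µM Δ7-dafachronic acid high control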
# DAX1 inh-1: DAX1 (NR0B1) inhibitors, primary screen, cell-based, HEK293, Gal4-DAX1, luciferase luminescence | Nuclear receptor subfamily 0 group B member 1 (Homo sapiens), P51843 | 340,000 tested, 0.99% active | HEK293 Gal4-DAX1 luciferase reporter | AID 504766, 2011 | inhibition, % at 6.75 µM;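 active means inhibition above the mean over all tested compounds plus 3 SD, cut at about 4.2% in these data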;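 further: 0% = DAX1-transfected cells with DMSO and 100% = empty-vector control cells with DMSO; inhibition shows as a rise in luminescence from relieved DAX1 repression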
# Target sequence (P51843 207-470 limits assumed): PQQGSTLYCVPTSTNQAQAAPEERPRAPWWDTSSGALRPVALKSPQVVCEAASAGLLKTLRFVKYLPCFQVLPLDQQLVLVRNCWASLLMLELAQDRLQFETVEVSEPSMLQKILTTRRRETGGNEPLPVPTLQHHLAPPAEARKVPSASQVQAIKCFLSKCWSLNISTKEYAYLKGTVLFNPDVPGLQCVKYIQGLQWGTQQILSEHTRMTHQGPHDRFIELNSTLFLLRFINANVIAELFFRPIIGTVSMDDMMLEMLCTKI
# sPLA2-III inh: human group III sPLA2 inhibitors, primary screen, biochemical, QFRET, BODIPY PC-A2 liposome substrate | Group 3 secretory phospholipase A2 (Homo sapiens), Q9NZ20 | QFRET BODIPY PC-A2 liposome hydrolysis, fluorescence | inhibition, % at 12.2 µM | 370,000 tested, 0.56% active;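 active means inhibition above mean plus 3 SD of compounds lying within the high and low control bounds, cut at about 19% in these data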;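 further: 0% = median of test compound wells and 100% = no enzyme DMSO wells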
# ssDAF-12 act: S. stercoralis DAF-12 nuclear receptor activators, primary screen, cell-based, luminescence, HEK293, GRIP1 co-expression, lit1-tk-luc. activation, % at 6.8 µM. 370,000 tested, 1% active. AID 652126, 2013. HEK293 ssDAF-12/GRIP1 lit1-tk-luc reporter; % of 3 µM dafachronic acid response;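 active means activation above the mean over all tested compounds plus 3 SD, cut at about 0.9% in these data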;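 further: 0% = DMSO-only wells and 100% = 3 µM delta7-dafachronic acid wells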
# hgDAF12 agonist: H. glycines DAF-12 receptor agonists, primary screen, cell-based, luminescence, HEK293, GAL4 fusion, UAS-luciferase | HEK293 GAL4-hgDAF12 UAS-luciferase reporter, agonist luminescence; normalized to butyrate control | activation, % at 6.8 µM | 370,000 tested, 1.8% active;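 active means activation above a cutoff set at the mean of all screened compounds plus 3 SD, cut at about 10% in these data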;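 further: 0% = DMSO wells and 100% = sodium butyrate wells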
# DAX1 inh-2: DAX1 (NR0B1) inhibitors on StAR promoter, primary screen, cell-based, luminescence, SF-1 (NR5A1), full-length DAX-1 | HEK293T StAR-luciferase reporter, SF-1/DAX-1 repression relief | AID 652010, 2013 | 370,000 tested, 1.1% active | inhibition, % at 6.8 µM;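 active means inhibition above the mean over all tested compounds plus 3 SD, cut at about 3.6% in these data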;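 further: 0% = DAX-1 cells with DMSO and 100% = cells lacking DAX-1 with DMSO; higher inhibition means more luminescence from relief of DAX-1 repression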
# PLC-beta3 inh: human PLC-beta3 inhibitors, primary screen, biochemical, fluorescence; Purified PLC-beta3, fluorogenic substrate; AID 720704, 2013; 370,000 tested, 0.18% active; inhibition, % at 12.2 µM; 1-phosphatidylinositol 4,5-bisphosphate phosphodiesterase beta-3 (Homo sapiens), Q01970; in the data active means inhibition above about 11%;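 further: 0% = median of compound wells on plate and 100% = full blocker control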
# PLC-gamma1 inh: PLC-gamma1 enzyme inhibitors, primary screen, biochemical, fluorescence, purified enzyme. 370,000 tested, 0.84% active. AID 720700, 2013. inhibition, % at 12.2 µM. fluorogenic substrate. 1-phosphatidylinositol 4,5-bisphosphate phosphodiesterase gamma-1 (Homo sapiens), P19174; in the data active means inhibition above about 9.5%
# FXN GAA850 act: FXN promoter activators, primary screen, cell-based, luciferase luminescence, HEK293 lucGAA850. 360,000 tested, 0.56% active. HEK293 lucGAA850 FXN promoter luciferase reporter, 24 h; percent of 10 µM SAHA response. activation, % at 6 µM;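 active means activation above the average of all compounds screened plus 3 SD, cutoff fixed separately per campaign, cut at about 7.5% in these data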;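 further: 0% = DMSO wells and 100% = 10 µM SAHA wells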
# * hit, by the source's call; x = not tested or not shown.
SMILES,ADAM17 inh,ADAM10 inh,hcDAF-12 act,DAX1 inh-1,sPLA2-III inh,ssDAF-12 act,hgDAF12 agonist,DAX1 inh-2,PLC-beta3 inh,PLC-gamma1 inh,FXN GAA850 act
COC(=O)C1=C(C)N=C2SCCC(=O)N2C1c1ccc(C(=O)OC)cc1 (centres undefined),-1,14,-1.2,1.9,-8,-1.4,-1.4,-0.7,-30,4,1.5
Clc1cccc(CSc2nnc(-c3sccc3-n3cccc3)o2)c1,0,9,-2.1,1.0,-15,-1.4,-4.7,-0.5,-6,-7,2.2
O=C(NCc1ccc(Cl)cc1)N1CCc2ccccc2C1,0,10,-0.8,-1.0,5,-0.6,2.0,0.4,-5,2,0.3
O=C(NCc1ccco1)C(c1cccnc1)N(C(=O)Cn1nnc2ccccc21)c1ccccc1 (centres undefined),3,8,-0.5,-0.3,-5,-1.2,1.5,0.2,2,8,-2.9
CC1(C)Cc2ccccc2-c2nc(NN)[nH]c(=O)c21,-84,-219,2.6,0.4,-10,-1.4,-2.5,0.1,-125,-90,-0.6
CC(C)COc1ccc(-c2nn(-c3ccccc3)cc2/C=C2/SC(=S)N(CC(=O)O)C2=O)cc1,-3,1,-2.0,1.4,-5,-1.0,-0.6,0.2,-25,-18,3.1
COC(=O)[C@@]1(Cc2ccc(F)cc2)[C@H]2c3cc(C(=O)N(C)C)n(Cc4ccc(OC)c(OC)c4)c3C[C@H]2CN1C(=O)c1ccccc1,2,8,-0.3,x,-23,-1.6,-0.6,-0.2,-4,-2,x
CCOc1ccc(S(=O)(=O)NCCC(=O)NCCc2ccc(C(C)C)cc2)cc1,8,9,-1.4,-1.9,-27,-0.9,-2.8,-3.0,3,3,0.6
CC1CCCCC12NC(=O)N(CC(=O)N1CCN(Cc3ccc(C#N)cc3)CC1)C2=O (centres undefined),0,-6,-1.1,-1.8,4,-1.5,-3.8,-2.4,-1,3,-0.3
Cc1ccc(OCC(=O)Nc2ccc3c(c2)nc(CCN2CCN(c4ccccn4)CC2)n3C)cc1,-12,-24,-4.3,-2.4,4,-1.9,-8.6,-3.6,1,0,-1.6
S=C(NCCSCc1ccc(Cl)cc1Cl)Nc1ccccc1,6,12,-0.8,-1.2,-13,-1.3,1.1,-0.9,-1,-1,-0.8
CCOc1ccc2ccccc2c1/C=N/NC(=O)CNC(=O)Cc1ccccc1,-22,-11,-2.1,-0.6,-3,-0.6,0.7,-0.2,1,3,-1.4
CC(NC(=O)c1ccccc1)C(c1cccs1)N1CCOCC1 (centres undefined),-2,-19,0.1,1.4,10,0.0,-0.2,-0.7,-4,9,1.0
CC1CC(C)(C)CC2(C1)NC(=O)N(CC(=O)N1CCN(S(=O)(=O)c3ccc(F)c(F)c3F)CC1)C2=O (centres undefined),-1,-3,-0.5,-0.1,-3,-1.3,-0.5,-0.6,-6,2,1.5
Cc1ccccc1-c1nnn(CC(=O)Nc2ccc3c(c2)OCCO3)n1,-7,-4,-1.2,0.1,-1,-1.4,1.2,0.4,-8,4,-0.3

# The closing three records of the section before come first, to join the parts:
SMILES,ADAM17 inh,ADAM10 inh,hcDAF-12 act,DAX1 inh-1,sPLA2-III inh,ssDAF-12 act,hgDAF12 agonist,DAX1 inh-2,PLC-beta3 inh,PLC-gamma1 inh,FXN GAA850 act
CC(NC(=O)c1ccccc1)C(c1cccs1)N1CCOCC1 (centres undefined),-2,-19,0.1,1.4,10,0.0,-0.2,-0.7,-4,9,1.0
CC1CC(C)(C)CC2(C1)NC(=O)N(CC(=O)N1CCN(S(=O)(=O)c3ccc(F)c(F)c3F)CC1)C2=O (centres undefined),-1,-3,-0.5,-0.1,-3,-1.3,-0.5,-0.6,-6,2,1.5
Cc1ccccc1-c1nnn(CC(=O)Nc2ccc3c(c2)OCCO3)n1,-7,-4,-1.2,0.1,-1,-1.4,1.2,0.4,-8,4,-0.3
CCN(CC)c1ccc(/C=N/NC(=O)c2ccc3nc[nH]c3c2)cc1,-11,-4,-1.8,-1.2,-2,-0.7,1.3,-0.2,-195,-148,0.4
COc1cc(C2C3=C(Nc4ncnn42)c2ccccc2CC3)cc(OC)c1OC (centres undefined),-7,-15,0.1,0.0,-5,-0.3,-6.7,2.6,-39,-24,3.7
COc1ccc(NC(=O)CCSc2ccc3ccccc3n2)cc1,1,6,-0.1,0.8,0,-1.7,1.5,0.4,-11,0,3.1
Cc1c(C(=S)Nc2ccccc2)cnn1-c1ccc([N+](=O)[O-])cc1,4,2,-3.0,-0.4,-6,-1.9,-0.6,-1.1,2,2,1.1
CCN(CC)CCCCCCCCOC(=O)c1cc(OC)c(OC)c(OC)c1,-4,2,-0.4,1.8,-7,-0.5,4.4,0.2,0,-2,-3.0
CC(C)/C(=N/Nc1ccccc1[N+](=O)[O-])c1ccccc1,1,9,-0.1,3.1,-2,-0.3,0.5,0.5,4,1,2.3
CC(=O)Nc1ccc(NC(=O)CSc2ccccn2)cc1,1,-3,4.2,-1.4,0,-1.1,3.5,0.1,2,2,-0.2
COCCNC(=O)/C(C#N)=C/c1nc(N(C)C)n(-c2ccc(F)cc2)c1Cl,-5,-12,-0.5,-0.3,6,-0.8,-1.1,-0.8,-8,-8,-1.0
COc1ccc([N+](=O)[O-])cc1NC(=O)c1cn(-c2ccc(Cl)cc2)c(=O)c2ccccc12,6,1,-0.6,0.2,0,-1.0,0.0,0.1,3,-2,3.4
CCC(C(=O)Nc1nc(C)cs1)c1ccccc1 (centres undefined),-3,-8,-1.7,-1.1,0,-0.8,-1.0,-0.6,0,-1,0.5
CCOc1cc2c(cc1OCC)C(C(=O)O)C(c1ccc(OC)c(O)c1)N(C)C2=O (centres undefined),-5,-3,-1.2,-1.0,-4,-0.6,-0.3,-0.6,-2,-2,-2.0
NC(=O)c1cc(S(=O)(=O)Nc2ccc(OC(F)(F)F)cc2)cs1,2,5,-0.5,-0.9,-16,-0.9,-2.6,-0.9,-5,2,0.1
Cc1cc2cc(CN(CC3CCCO3)C(=O)c3cnccn3)c(=O)[nH]c2cc1C (centres undefined),-9,-11,-1.6,-1.4,-1,-1.0,0.0,-0.2,-4,0,-0.9
O=C(CN1CCN(c2ccccn2)CC1)N1c2ccccc2CCc2ccccc21,-7,1,-0.6,-0.3,1,-1.6,-0.3,-0.4,0,-2,-1.5
O=C(Nc1cccc([N+](=O)[O-])c1)C1C2CC/C=C\CCC21 (centres undefined),-2,10,0.8,-0.6,3,-0.9,1.2,-0.6,-6,1,3.0
Cc1[nH]c2ccccc2c1CCN(Cc1cccnc1)C(=S)Nc1ccc(F)cc1,1,2,-0.5,0.0,1,-0.8,0.9,-1.7,3,1,-2.5
CCC1(CC)C(=O)C(C)(C)C(=O)OC1c1ccccn1 (centres undefined),0,13,0.8,-0.2,7,-1.4,-1.0,0.4,6,1,-0.4
O=C(CSc1ncnc2c1nnn2-c1ccc(F)cc1)NCc1ccco1,1,10,-0.7,-1.2,2,-1.4,1.1,0.2,-1,-3,0.0
O=C(c1ccco1)N1CCN(C2CC(=O)N(c3ccc(F)c(Cl)c3)C2=O)CC1 (centres undefined),-1,4,-0.4,0.1,-3,-1.1,1.6,-0.1,-1,7,-2.0
CCOC(=O)c1cc(-c2ccc(C)o2)nn1CCC#N,-4,7,-2.0,0.8,3,-1.7,-0.9,0.1,0,0,3.3
CCOc1ccc(Br)cc1-c1noc(-c2cccs2)n1,-4,1,0.8,1.4,6,0.0,-1.4,-0.2,1,-2,1.8
Cc1ccc(NC(=O)c2oc3ccccc3c2COC(C)C)cc1S(=O)(=O)N1CCOCC1,-1,-7,0.1,-1.2,1,-1.5,-2.3,-1.4,-1,-5,-2.4
CC(C)C(=O)N1CCC1(C)C(=O)Nc1ccc2cn[nH]c2c1 (centres undefined),2,5,3.2,x,-7,-0.1,2.3,0.9,3,4,0.8
CN(C)CCCCCNCCCNC(=O)/C=N\O,-2,-11,1.6,0.6,-2,-1.6,-1.2,-0.3,-1,-6,1.6
CCOc1ccc(/C=C/C(=O)N(CC)CC(=O)Nc2ccc3c(c2)OCCO3)cc1OCC,-23,-81,-0.3,1.2,-2,-1.2,-2.2,-4.2,-30,-14,-2.0
COc1ccc(NC(C)=O)cc1S(=O)(=O)NCc1ccc2c(c1)OCO2,-4,-12,2.1,-1.0,3,-1.0,2.1,-0.1,2,2,-0.8
C=C1CCN([C@@H](CC(C)C)C(=O)Nc2ccc(OC)cc2)S(=O)(=O)c2ccccc21,0,10,-1.2,-1.5,-5,-1.1,-2.5,-0.1,6,6,14*
CCN(C(=O)COC(=O)CCC1CCCC1)c1c(N)n(Cc2ccccc2)c(=O)[nH]c1=O,-1,-2,-0.7,0.8,-3,-1.2,1.0,0.1,-2,1,0.6
C/C(=N\N=c1/scc(C)n1Cc1ccco1)c1cccc([N+](=O)[O-])c1,-1,-4,-0.1,-0.7,2,-0.9,2.7,0.3,2,0,5.8
O=S(=O)(N[C@@H]1C[C@H]2CC[C@@H]1C2)c1cccs1,-1,-9,-1.1,0.6,10,-0.7,3.3,0.3,1,4,0.3
Cc1[nH]c(=O)[nH]c(=O)c1S(=O)(=O)N1CCCCC1,1,1,-1.4,-1.1,1,-1.6,0.3,0.2,-2,-3,0.2
COc1ccc(Nc2nc(OC)nc(N3CCN(c4ccc(OC)cc4)CC3)n2)cc1,0,0,0.2,0.3,2,-1.1,-0.1,0.1,2,-16,-2.7
CC1(C)Oc2ccc3ccc(=O)oc3c2/C(=C/NCCO)C1=O,-4,1,1.1,-0.1,4,-1.4,-0.8,0.2,0,0,2.3
O=C(N[C@@H](Cc1ccccc1)C(=O)O)c1cccnc1,0,-10,-1.8,-0.9,0,-1.2,0.8,-0.4,3,3,0.4
CCOC(=O)c1nc2ccc(C)cc2c2c1C1CC(c3c(Cl)cccc31)N2C(=O)OCc1ccccc1 (centres undefined),-2,1,1.3,-0.3,-17,-1.3,3.8,-2.5,-4,-1,-0.6
O=C(COC(=O)c1cc(-c2cccs2)nn1-c1ccccc1)Nc1cccc([N+](=O)[O-])c1,-2,-5,-0.2,1.2,-1,-0.6,0.7,0.0,-2,1,0.4

# Rows are unselected; about 6.9% have a hit in one of these screens.
